# HSF1 inh = HSF1 inhibition | 0.77% of 300,000 active | NIH3T3-HGL HSE-luciferase, MG132-induced, luminescence 8 h; hits give low values | activity change, negative = inhibition, % at 7.5 µM (by protocol) | AID 2098;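 active means more than half of replicate wells show activity change below -50%, luminescence cut by over half; inconclusive means some wells, but at most half, below -50%; inactive means no replicate well below -50%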;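 further: luciferase reports HSF-1 transcriptional activity via heat shock element; 0% = median of DMSO wells and -100% = zero luminescence signal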
# KLF5 inhibitor = inhibitors of KLF5 expression; DLD-1 KLF5 promoter-luciferase reporter, luminescence; AID 1700; 0.23% of 290,000 active; inhibition, % at 5 µM;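 active means inhibition above a per-plate limit of that plate's mean compound inhibition plus 3 SD, cut at about 60% in these data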;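 further: 0% = DMSO wells and 100% = LY294002 at 200 µM; higher means less KLF5 promoter-driven luciferase light; inactives centre near -14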
# IEC-6 cytotox = kills IEC-6 intestinal cells in KLF5 counter-screen; AID 1825; IEC-6 cytotoxicity, luminescence viability; inhibition, % at 5 µM; 0.78% of 290,000 active; in the data active means inhibition above about 22%;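 further: 0% = plate median of test compound wells and 100% = cytotoxic reference compound wells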
# HSP90 refold inh = blocks HSP90-mediated luciferase refolding in reticulocyte lysate; Rabbit reticulocyte lysate, luciferase refolding luminescence, 3 h; inhibition, % at 5.6 µM; 0.91% of 290,000 active; AID 1789;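 active means inhibition above the screen-wide mean plus 3 SD, computed separately per campaign, cut at about 16% in these data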;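 further: 0% = DMSO wells and 100% = 60 µM geldanamycin wells; inhibitors lower the luminescence because luciferase stays unfolded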
# HSF-1 act = increases HSF-1 driven luciferase reporter signal; NIH3T3-HGL HSF-1 luciferase reporter, MG132, 8 h; 100% = twice DMSO control signal; activation, % at 9 µM; AID 504408; 1.7% of 300,000 active;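 active means mean replicate activation of at least 50% with a set share of replicates each reaching 50%; inconclusive means only one of those two conditions met; inactive means mean below 50% and too few replicates reaching it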;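 further: 0% = median of the neutral control wells and 100% = twice that signal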
# HIF activator = HIF pathway transcriptional activation; U2OS HRE-luciferase reporter, luminescence; normalized: DMSO 0%, desferrioxamine 100%; activation, % at 7.5 µM (by protocol); 0.32% of 300,000 active; AID 1910;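 active means mean activation of at least 10% of the iron chelator positive control signal, with at least half of replicates also reaching 10%; inconclusive means mean and replicate majority disagree about reaching 10%; inactive means mean and most replicates under 10%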
# GSK3A inh = human GSK-3 alpha kinase inhibition; ADP-Glo luminescence, 60 min; P49840; 0.1% of 320,000 active; inhibition, % at 10 µM; AID 2650;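 in the data active means inhibition above about 50%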;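 further: GST-tagged GSK-3 alpha with peptide substrate and 25 µM ATP; 0% = DMSO neutral wells and 100% = GW8510 positive control wells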
# Target sequence (P49840 whole entry, looked up): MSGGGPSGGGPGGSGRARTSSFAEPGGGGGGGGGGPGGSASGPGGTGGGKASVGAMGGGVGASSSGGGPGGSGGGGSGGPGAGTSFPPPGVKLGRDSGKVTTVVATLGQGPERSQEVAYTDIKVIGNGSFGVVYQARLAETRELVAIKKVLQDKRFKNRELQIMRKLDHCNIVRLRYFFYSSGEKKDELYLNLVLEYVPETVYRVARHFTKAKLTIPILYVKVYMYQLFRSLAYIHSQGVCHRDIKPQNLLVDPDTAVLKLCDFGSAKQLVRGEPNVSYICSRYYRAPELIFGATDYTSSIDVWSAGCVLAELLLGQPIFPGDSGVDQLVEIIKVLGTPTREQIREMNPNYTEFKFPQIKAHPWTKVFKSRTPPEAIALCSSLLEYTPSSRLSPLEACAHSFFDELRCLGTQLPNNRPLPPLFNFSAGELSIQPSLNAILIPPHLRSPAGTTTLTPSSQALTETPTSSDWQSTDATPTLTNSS
# AI-2 QS modul = Vibrio harveyi AI-2 quorum sensing modulation. Vibrio harveyi JMH597 AI-2 luminescence/OD600 ratio, 9 h; hits give low values; strain lacks LuxN and CqsS sensors; 0 = neutral-control median. activity change, % at 7.5 µM. 0.4% of 300,000 active. AID 2094; in the data active means activity change below about -75%, passing the limit was not always enough; inconclusive means no clear call, values can overlap the other calls;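 further: luminescence divided by OD600 gain over 9 h not by final OD600 alone; inactives centre near 13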
# GSK3beta inhib = inhibitors of human GSK3beta kinase | P49841 | GST-GSK3beta kinase, ADP-Glo luminescence, 60 min; hits give low values | activity score (negative = inhibition), % at 10 µM | 0.038% of 300,000 active;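 active means more than half of replicate wells score below -50%, meaning over 50% inhibition versus plate controls; inconclusive means some replicates but at most half score below -50%; inactive means no replicate scores below -50%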;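 further: 0% = median DMSO wells and -100% = median GW8510 positive control wells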
# Target sequence (P49841 whole entry, looked up): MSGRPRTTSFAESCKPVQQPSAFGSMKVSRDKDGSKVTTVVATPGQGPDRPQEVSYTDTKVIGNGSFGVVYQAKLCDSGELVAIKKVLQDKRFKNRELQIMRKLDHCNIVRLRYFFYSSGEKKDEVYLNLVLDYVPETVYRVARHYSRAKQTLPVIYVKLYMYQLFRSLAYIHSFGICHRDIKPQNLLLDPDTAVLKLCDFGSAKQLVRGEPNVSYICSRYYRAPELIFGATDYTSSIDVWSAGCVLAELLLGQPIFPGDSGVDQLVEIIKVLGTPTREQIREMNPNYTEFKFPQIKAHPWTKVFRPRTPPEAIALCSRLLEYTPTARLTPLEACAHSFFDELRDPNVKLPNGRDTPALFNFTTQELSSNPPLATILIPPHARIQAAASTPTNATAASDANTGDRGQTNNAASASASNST
#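 test system = GST-tagged human GSK3beta kinase, cell-free | reagent = 25 µM ATP with peptide substrate | dosing = one dose of 10 µM per compound | schedule = 60 min reaction, RT | detection = luminescent ADP-Glo measurement of ADP formed | control set = DMSO neutral wells and GW8510 at 20 µM as positive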
# aSyn 5UTR inh = 5' untranslated region of α-synuclein, MLPCN primary screen; inhibition, % (tested at 7.5 µM); alpha-synuclein 5'UTR reporter, inhibitor activity; 0.82% of 300,000 active; in the data active means inhibition above about 60%; inconclusive means no clear call, values can overlap the other calls;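 further: H4 neuroglioblastoma cells stably carrying SNCA 5'UTR luciferase fusion; 0% = DMSO wells and 100% = positive control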
# * = called active by the depositor; u = inconclusive; x = not tested or not shown. Not a hit list. About 4.7% of those tested had a hit in this group.
SMILES,HSF1 inh,KLF5 inhibitor,IEC-6 cytotox,HSP90 refold inh,HSF-1 act,HIF activator,GSK3A inh,AI-2 QS modul,GSK3beta inhib,aSyn 5UTR inh
CC(NC(=O)C1CCCCC1)c1ccc2c(c1)OCCO2 (stereo unspecified),-4,-2,2,-2,14,-0.5,-1,19,0,7
Cn1c(=O)oc2cc(S(=O)(=O)NCCC(=O)N3CCN(c4ccccc4)CC3)ccc21,3,4,6,1,-24,-0.1,-3,1,3,16
CCn1c(SCc2nc3sc(C(=O)O)c(C)c3c(=O)[nH]2)nnc1-c1ccc(Cl)cc1,0,-1,-10,2,-3,0.2,7,3,-8,3
Cc1ccc(/C=C2/C(=O)ON=C2c2ccccc2)o1,34,-5,-9,1,86*,1.5,0,5,3,-66
COc1ccccc1C(=O)Nc1ccc(Br)c2cccnc12,2,-56,9,4,10,0.2,2,11,2,-9
Cc1nnc(NC2(C(F)(F)F)C(=O)Nc3c2c(=O)n(C)c(=O)n3C)s1 (stereo unspecified),-3,-11,-3,-1,-1,0.3,0,7,-9,-18
CC1CC(O)C(C)CN1 (stereo unspecified),0,2,2,2,0,-0.7,x,31,2,-13
Cc1ccccc1-c1n[nH]c(=S)o1,2,31,4,5,10,-0.3,-3,36,0,-24
C=CCn1c(CCCOc2ccc(Cl)cc2Cl)nnc1SCC(=O)Nc1nccs1,51,-10,-6,2,u,0.7,-1,-3,-4,-11
COc1cc(/C(=C/c2ccccc2)c2ccccc2)c2c(c1)oc1ccccc12,-14,-32,0,-3,-12,-0.9,2,24,3,11
O=S(=O)(c1cc(-c2nnc(-c3ccc(Br)cc3)o2)ccc1Br)N1CCCCCC1,4,-26,-1,-3,-15,-0.1,0,22,5,6
COc1cccc(SCc2noc(C(=O)NCC3CCCO3)c2C(=O)O)c1 (stereo unspecified),-2,-5,0,-1,12,0.5,-1,11,1,7
OC1CCCN(CC(O)COC(c2ccc(F)cc2)c2ccc(F)cc2)C1 (stereo unspecified),0,-17,-5,-3,16,-23,0,6,7,-7
CCOC(=O)C(=O)N1CCN(c2cc3c(cc2[N+](=O)[O-])n(C)c(=O)n3C)CC1,3,21,-1,0,-1,-0.3,1,24,-1,1
CCn1cc([N+](=O)[O-])c(C(=O)N2CCCCCC2)n1,1,-17,-8,-1,-2,0.3,-4,27,-3,1
COc1ccccc1OCCNC(=O)C(=O)c1c[nH]c2ccccc12,1,0,0,-3,3,0.7,-1,13,-2,-5
COC(=O)c1cc(S(=O)(=O)N2CCN(c3ccccc3OC)CC2)cn1C,0,-18,-1,-2,4,0.6,3,10,0,15
CCOC(=O)c1cccc(NC(=O)CSc2nnnn2CC)c1,6,-23,2,-1,-11,-0.7,-4,2,2,4
C/C(CC1CC(COCCC(C)C)OC1=O)=N\NC(N)=S (stereo unspecified),-4,-16,-2,-2,9,0.2,-3,9,-1,0
CCCCNC(=S)N(CCCO)Cc1cc2cc3c(cc2[nH]c1=O)OCCO3,-4,-17,-2,5,-9,1.1,-2,16,-7,14
Cc1cc([N+](=O)[O-])cc2ncccc12,4,-12,-1,-8,20,0.1,-2,20,2,16
O=C(CC1(O)C(=O)N(CCc2ccccc2)c2ccccc21)c1ccccn1 (stereo unspecified),0,-10,-3,1,3,-0.5,-1,41,6,-11
O=S(=O)(Cc1nnnn1-c1ccccc1)c1ccccc1,0,-26,2,-2,-3,-0.6,1,4,0,-3
Cc1cccc(N2CCN(S(=O)(=O)c3ccc4c(c3)OCCO4)CC2)c1C,1,-4,4,7,8,0.1,4,18,-1,-17
Cc1ccccc1-n1c(N)cc(=O)[nH]c1=S,-1,-1,-2,-4,-10,-0.1,1,15,-2,4
CCOC(=O)C1CCC(CNCc2ccccc2C)CC1 (stereo unspecified),7,-16,-2,0,38,0.5,0,18,2,13
Cc1ccc2cc(CCNC(=O)c3cccs3)c(=O)[nH]c2c1,x,-54,-11,-7,x,x,0,x,x,x
CCN1CCc2[nH]c3ccccc3c2C1,-2,-5,5,-4,12,1.6,-2,21,-2,6
Cc1cc(NS(=O)(=O)c2ccc(NC(=O)NC(C)(C(F)(F)F)C(F)(F)F)cc2)no1,-1,-18,5,4,-11,-0.2,-4,8,1,-8
CCCS(=O)(=O)Nc1cccc(-c2cn3c(n2)SCC3)c1,-5,-17,-3,-5,-10,0.3,-5,16,3,12
Cc1ccnc(NC(=O)Cc2ccc([N+](=O)[O-])cc2)c1,-10,-6,3,-1,-26,3.5,17,10,1,21
Cc1cccc2sc(NC(=O)C3CCCO3)nc12 (stereo unspecified),30,-42,2,-2,63*,2.3,-2,14,-2,-126
COc1ccc(CNC(c2ccccc2)c2ccc(Cl)cc2)cc1 (stereo unspecified),-6,22,3,-3,-25,1.7,-2,x,x,-2
O=C(Nc1c(C(=O)Nc2ccccc2)cnn1-c1ccccc1)c1ccco1,9,-4,-2,1,3,0.2,0,19,4,-2
O=C(Nc1cccnc1Cl)c1ccc(Cl)cc1,14,-95,0,-4,18,1.7,0,24,2,-148
Cc1cccc(-c2oc3ccc(-c4ccc5c(c4)OCO5)cc3c2C(=O)OCc2ccc(O)cc2)c1,-2,8,-2,4,24,0.4,-1,3,-3,-40
Cc1cc(C(=O)NCCCc2ccccc2)no1,5,-53,-5,0,5,1.0,-2,0,8,-18
COc1ccc(NC2=CC(=O)CC(c3ccc(C)cc3)C2)c(OC)c1 (stereo unspecified),0,-31,-3,2,-2,1.1,-2,8,3,14
CC1Cc2ccccc2N1C(=O)C1CCN(S(=O)(=O)c2cccs2)CC1 (stereo unspecified),-2,-11,-6,-3,-2,0.1,0,18,0,2
Cc1nn(C)cc1CNC(=O)c1cnn2c1NC(c1ccc(Br)cc1)CC2C(F)(F)F (stereo unspecified),-1,3,1,4,1,-0.3,2,2,2,35

# Structural class: those above with a COOH group (2)
SMILES,HSF1 inh,KLF5 inhibitor,IEC-6 cytotox,HSP90 refold inh,HSF-1 act,HIF activator,GSK3A inh,AI-2 QS modul,GSK3beta inhib,aSyn 5UTR inh
CCn1c(SCc2nc3sc(C(=O)O)c(C)c3c(=O)[nH]2)nnc1-c1ccc(Cl)cc1,0,-1,-10,2,-3,0.2,7,3,-8,3
COc1cccc(SCc2noc(C(=O)NCC3CCCO3)c2C(=O)O)c1 (stereo unspecified),-2,-5,0,-1,12,0.5,-1,11,1,7

# Later entries.
SMILES,HSF1 inh,KLF5 inhibitor,IEC-6 cytotox,HSP90 refold inh,HSF-1 act,HIF activator,GSK3A inh,AI-2 QS modul,GSK3beta inhib,aSyn 5UTR inh
CCn1cc(CN2CCCC(CNC(=O)COc3ccccc3OC)C2)c(C)n1 (stereo unspecified),-8,-24,0,-1,-5,-0.2,-1,25,2,7
Cc1c(C(=O)Nc2ccc(F)cc2)oc2ccc(S(=O)(=O)N3CCC4(CC3)OCCO4)cc12,10,-13,-3,1,24,-0.7,0,4,0,-26
Cc1noc(C)c1C(=O)N1CCN(Cc2ccccc2)CC1,2,-35,1,2,-20,0.6,-2,6,-1,1
c1ccc(COc2ccc(OCCN3CCCCC3)cc2)cc1,-1,-17,1,-1,14,0.9,2,20,0,-45
Cc1ccc(S(=O)(=O)N2CCOCC2)cc1NC(=O)COC(=O)Cc1cccs1,-3,x,x,x,9,-0.3,2,-2,-2,5
Nc1n[nH]c2c1C1(CCCC1)Cc1ccccc1-2,-11,-46,2,1,-20,0.1,-2,12,-20,24
O=C1CCCC2=C1C(c1cccs1)n1nc(SCc3ccccc3)nc1N2 (stereo unspecified),-8,-10,3,2,6,-0.1,0,3,-1,37
CCS(=O)(=O)Nc1cccc(-c2nc3cccnc3s2)c1C,4,-49,8,-4,-3,1.5,-1,11,1,-99
Nc1nonc1-n1nnc(C(=O)N/N=C/c2ccccc2O)c1CN1CCCC1,2,x,x,x,12,-0.1,50,61,-37,14
Cn1c(=O)n(Cc2ccccc2)c(=O)c2c1nc1n2CCCN1CCc1ccccc1,-7,-13,-1,4,-7,0.6,-3,26,3,21
COc1ccc(S(=O)(=O)Nc2nnc(CC(C)(C)C)s2)cc1,-5,-14,4,-2,-18,-0.3,-6,34,5,11
Cc1nc(C)c(C(=O)C2=C(O)C(=O)N(CCCn3ccnc3)C2c2ccccc2)s1 (stereo unspecified),2,-23,-8,0,16,-0.2,x,23,1,11
CCc1ccc(S(=O)(=O)Nc2cc(SCC(=O)O)c(O)c3ccccc23)cc1,10,-4,5,3,9,-0.2,-1,38,1,-13
CN1CCN(C(=O)c2ccc3c(Cl)c4c(nc3c2)CCCC4)CC1,108,-22,-2,0,136*,0.5,1,17,0,-22
CCOC(=O)C1CCN(S(=O)(=O)c2ccc(OC)c(Cl)c2Cl)CC1,2,-10,-2,6,12,0.2,-5,8,2,24
COC(=O)[C@@]12CCCN1[C@H](c1ccc(-c3ccc(F)cc3)c(OC)c1)[C@H]1C(=O)N(C)C(=O)[C@H]12,21,x,x,x,43,-0.3,1,18,10,33
O=C(NCC1CCCO1)c1cc2c([nH]c3ccccc32)c(-c2cccc(Cl)c2)n1 (stereo unspecified),15,9,-6,2,28,0.3,-1,1,1,8
COc1ccc(-n2nnnc2SCC(=O)NNC(=O)c2ccc([N+](=O)[O-])cc2)cc1,-7,-14,-1,0,-5,0.0,0,38,4,-46
CCOc1ccc(NC(=O)Cn2cc(C(C)=O)c3ccccc32)cc1,-1,13,6,-2,-1,1.1,-1,8,0,-3
CN(C)C1=C(Cl)C(=O)N(c2ccc(Cl)c(Cl)c2)C1=O,6,-1,1,5,7,0.1,0,6,2,-26
Cc1nnc(NC(=O)CSc2cn(CCNC(=O)c3ccccc3)c3ccccc23)s1,14,-2,-2,13,47,0.6,1,23,-2,4
O=S(=O)(NC1CCCC1)c1cccc(S(=O)(=O)N2CCC(n3nnc4ccccc43)CC2)c1,-1,-30,2,3,3,0.0,-1,42,2,3
Cc1cccc(NC(=O)c2ccc3c(c2)OCCO3)c1C,20,-90,4,4,50,4.6,0,-1,14,-113
O=C(c1cc2cc(Cl)ccc2oc1=O)N1CCN(c2ccccn2)CC1,-10,-33,-1,-5,-6,-25,2,8,0,-6
O=C(NCCN1CCN(Cc2ccccc2)CC1)C1c2ccccc2C(=O)N2CCc3ccccc3C12 (stereo unspecified),-3,-16,1,1,1,-11,0,3,-3,-1
Cn1ncc(Cl)c1C(=O)N1CCN(S(=O)(=O)c2ccc(F)cc2)CC1,-5,-19,-2,1,6,0.4,-5,1,2,-5
O=C(O)c1ccc(N/N=C/C(Br)=C/c2ccccc2)cc1,11,-69,6,24*,30,4.5,-5,-94*,3,-242
CN(C)CCOC(=O)c1ccc2[nH]c3c(c2c1)CSCC3,-3,-22,-4,-1,-5,-0.3,13,1,-2,12
CC(C)(C)N1CC(c2nc3ccccc3n2Cc2ccc(F)cc2)CC1=O (stereo unspecified),-4,-23,0,8,-7,-0.8,0,10,2,5

# Compound activity deposited in PubChem BioAssay by several laboratories.
